IL-2 act: qHTS of IL-2 Activators. IL-2 activation reporter assay, cell-based qHTS; stimulated with anti-CD3/CD4/CD28 beads; in transgenic mouse T cells. activation, % (series mostly up to about 46 µM). hit rate 0.065% among 360,000. AID 652025, 2013; in the data active means activation above about 50%; inconclusive means mostly about 30% to 49%; further: 0% is about no effect
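EGFP and DsRed fluorescence is measured by plate cytometry in unstimulated transgenic mouse T cells exposed to compound for 60 minutes, then stimulated 18 hours at 37 degrees C with anti-CD3/anti-CD4 beads plus anti-CD28.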
EPAC2 ag: qHTS for Agonist of cAMP-regulated guanine nucleotide exchange factor 4 (EPAC2): primary screen | Potency, µM (top dose mostly 154 µM), inactives show at the highest dose activation, most hits filed as activators | hit rate 0.079% among 360,000 | AID 720711, 2013 | Rap guanine nucleotide exchange factor 4 (Homo sapiens), Q8WZA2 | EPAC2 activation, biochemical qHTS; response scale: 100% = 6.5 mM cAMP response; further: potency means the concentration at half of the fitted maximal effect; nearly all actives have a fitted effect of over 50% in size
Target sequence (Q8WZA2 whole entry, looked up): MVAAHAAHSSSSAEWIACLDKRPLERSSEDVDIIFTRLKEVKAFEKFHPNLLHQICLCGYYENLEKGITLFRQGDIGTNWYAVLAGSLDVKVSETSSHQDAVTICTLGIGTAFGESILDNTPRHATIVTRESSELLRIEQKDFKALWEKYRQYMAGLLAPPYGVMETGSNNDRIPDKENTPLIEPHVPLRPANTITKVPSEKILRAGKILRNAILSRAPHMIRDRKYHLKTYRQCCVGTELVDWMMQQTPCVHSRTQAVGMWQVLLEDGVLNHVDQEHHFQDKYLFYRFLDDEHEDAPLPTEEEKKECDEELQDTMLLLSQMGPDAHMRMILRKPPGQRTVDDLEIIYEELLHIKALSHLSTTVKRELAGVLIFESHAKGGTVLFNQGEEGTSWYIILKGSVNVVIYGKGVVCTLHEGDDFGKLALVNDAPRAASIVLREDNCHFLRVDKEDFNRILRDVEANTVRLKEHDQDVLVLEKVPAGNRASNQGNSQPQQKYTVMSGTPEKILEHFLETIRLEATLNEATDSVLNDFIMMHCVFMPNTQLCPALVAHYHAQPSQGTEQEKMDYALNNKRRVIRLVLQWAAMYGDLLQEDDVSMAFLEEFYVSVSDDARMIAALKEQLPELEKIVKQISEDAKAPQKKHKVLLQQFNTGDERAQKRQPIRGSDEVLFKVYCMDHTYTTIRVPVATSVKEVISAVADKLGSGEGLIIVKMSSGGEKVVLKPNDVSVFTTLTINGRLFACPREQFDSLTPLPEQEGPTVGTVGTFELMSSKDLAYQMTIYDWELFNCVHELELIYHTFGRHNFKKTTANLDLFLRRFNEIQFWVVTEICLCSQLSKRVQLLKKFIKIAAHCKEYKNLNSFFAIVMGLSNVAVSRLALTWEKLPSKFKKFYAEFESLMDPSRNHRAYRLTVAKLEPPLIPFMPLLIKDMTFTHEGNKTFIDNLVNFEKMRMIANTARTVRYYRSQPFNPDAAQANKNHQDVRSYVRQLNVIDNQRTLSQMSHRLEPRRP
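Fluorescence exchange assay: 100 nM EPAC2 with 250 nM RAP1B-BODIPY-GDP and 50 uM GDP; compounds tested as a concentration-titration series (qHTS). Loss of Rap1-bound BODIPY-GDP fluorescence read at 480/540 nm; data normalized to 6.5 mM cAMP.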
ATXN2 expr inh: Primary qHTS for Inhibitors of ATXN expression; HEK-293 ATXN2-luciferase reporter, luminescence, 24 h; Potency, µM (top dose mostly 57 µM), for inactives: at the highest dose activity change, negative = inhibition, hits mostly inhibitors; hit rate 0.72% among 360,000; further: potency means the concentration at half of the fitted maximal effect; on the % scale 0 is the no-effect control and ±100 the full control effect; nearly all actives have a fitted effect of over 55% in size
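qHTS (up to 57 uM final) was run with 24 h compound exposure of reporter cells at 37 °C. Each well was multiplexed: SteadyGlo luminescence measured ATXN2-luciferase expression after a fluorogenic Gly-Phe-AFC viability readout (25 uM final).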
S2 tox: Viability Counterscreen for Primary qHTS for Inhibitors of ATXN expression. S2 cells (HEK-293 line with an ATXN2-luciferase reporter) viability, CellTiter-Fluor protease fluorescence, 24 h. Potency, µM (top dose mostly 56.7 µM), usual class: cytotoxic. hit rate 0.49% among 400,000. AID 651635, 2014; further: potency means the concentration at half of the fitted maximal effect; nearly all actives have a fitted effect of over 40% in size
A549 viability: Nrf2 qHTS screen for inhibitors: counterscreen for cytotoxicity; A549 ARE-Fluc cells, CellTiter-Fluor viability, 18-24 h; Potency, µM (doses to about 46 µM), inactives show at the highest dose activity change, negative = cytotoxicity, actives largely listed as inhibitors; hit rate 0.16% among 390,000; further: potency means the concentration at half of the fitted maximal effect; on the % scale 0 is the no-effect control and ±100 the full control effect
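A549 ARE-Fluc cells in 5% FBS OPTI-MEM, 5000 cells/well, rested 2 h then exposed to compounds in concentration-response for 18-24 h at 37 °C. Viability by CellTiter-Fluor fluorescence (Ex 405/Em 525) after 30 min; luciferase luminescence (BugLite, 15 min, RT) read afterwards.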
HepG2 viability: qHTS for Inhibitors of TGF-b: Cytotox Counterscreen; HepG2 CAGA-GFP viability, ATP luminescence, 18 h; Potency, µM (series often up to 46.1 µM), without a hit: top-dose activity change, negative = cytotoxicity, most hits filed as cytotoxic; hit rate 0.76% among 410,000; AID 588856, 2011; further: potency means the concentration at half of the fitted maximal effect; some results filed as inactive show a strong effect at the top dose
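CellTiter-Glo luminescence gave cytotoxicity after 18 hours at 37 degrees C. The cells were HepG2 CAGA-GFP in 1% FBS DMEM, stimulated with 500 pg/mL TGF-beta after compound addition. %Activity was normalised to no-cell wells (complete cell-killing) and DMSO (no toxicity), and curves were fitted and classified.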
TGFb SMAD3 inh: qHTS for Inhibitors of TGF-b. hit rate 1.2% among 410,000. AID 588855, 2011. Potency, µM (titrated, usually from 46.1 µM), without a hit: top-dose activity, negative = inhibition, actives largely listed as inhibitors. HepG2 CAGA-GFP TGF-b/SMAD3 reporter, GFP fluorescence, 18 h; TGF-beta stimulated, 500 pg/mL final; further: potency means the concentration at half of the fitted maximal effect; on the % scale 0 is the no-effect control and ±100 the full control effect; nearly all actives have a fitted effect of over 65% in size
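Inhibition of TGF-beta-driven CAGA-GFP reporter expression in HEPG2 cells is measured by cellular GFP fluorescence after 18 h stimulation with 500 pg/mL recombinant TGF-beta in 1% FBS medium at 37 degrees C.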
Nrf2 activator: qHTS of Nrf2 Activators; Potency, µM (highest dose often 46.1 µM), for the others: top-dose activation, usual class: activators; AREc32 ARE-luciferase reporter (MCF7-derived line), luminescence, 24 h; hit rate 0.31% among 410,000; further: potency means the concentration at half of the fitted maximal effect; % of control where 0% means no effect; nearly all actives have a fitted effect of over 65% in size
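Cells of the AREc32 ARE-luciferase line are plated in OPTI-MEM containing 5% FBS and left overnight at 37 deg C. Compounds are pinned in, incubation continues 24 hr, and firefly luciferase signal is then measured.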
Nrf2 block: Nrf2 qHTS screen for inhibitors. A549 ARE-Fluc reporter, luciferase luminescence, 18-24 h. Potency, µM (doses to about 46 µM), for inactives: at the top dose activity change, negative = inhibition, usual class: inhibitors. hit rate 2.1% among 360,000. AID 504444, 2011; further: potency means the concentration at half of the fitted maximal effect; on the % scale 0 is the no-effect control and ±100 the full control effect; nearly all actives have a fitted effect of over 60% in size
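Concentration-response testing used A549 ARE_Fluc cells at 5000 cells/well. Following an 18-24 h compound incubation, viability was read by fluorescence (Ex 405/Em 525) and luciferase output by luminescence.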
* marks the source's active call; other numbers are inactive results; i = inactive; ? = inconclusive; / = not tested or not shown; & = joins results of further samples; [ ] = remark or other dose. Unless noted, the call rests on the fitted dose curve; in most records, active means well fitted curve in the direction sought with a large enough effect; inconclusive means small, poorly fitted or top-dose-only effect, or another doubt; inactive means no such curve, though single readings can be large; an effect the other way counts as inactive or inconclusive. This is a random part of the collection, and some 4.3% of all compounds hit somewhere here.

smiles | IL-2 act | EPAC2 ag | ATXN2 expr inh | S2 tox | A549 viability | HepG2 viability | TGFb SMAD3 inh | Nrf2 activator | Nrf2 block
Fc1ccccc1/C=N/n1c(C2CCCCC2)n[nH]c1=S | -1.4 | 7% | 9% | i | 0% | -35% | ? | -0.4% | 1%
NC(=O)c1ccccc1OCC(=O)N1CCCc2ccccc21 | 3.2 | 4% | 17% | i | 0% | -5% | 15% | 1.1% | ?
O=C(Nc1ccc2c(c1)OCCO2)C1c2ccccc2OCC(=O)N1C1CC1 (stereo not given) | -0.2 | 9% | 13% | i | / | / | / | -1.1% | /
C[C@H](CO)N1C[C@H](C)[C@@H](CN(C)S(=O)(=O)c2cccs2)Oc2ccc(NC(=O)CCC(F)(F)F)cc2C1=O | 0.3 | 5% | 5% | ? | -4% | -36% | 0% | 4.7% | 0%
CC(Oc1ccc(Cl)cc1C(N)=O)C(=O)N1CCc2ccccc21 (stereo not given) | 1.9 | 5% | 5% | ? | -5% | 1% | -25% | 2.3% | 0%
COc1ccc(Cl)cc1NC(=O)CCS(=O)(=O)c1ccc(C)cc1 | -4.5 | 13% | -30% | i | 6% | -27% | -9% | 3.7% | -8%
CC(C)CC(c1nnnn1C1CCCCC1)N1CCN(C(=O)c2ccco2)CC1 (stereo not given) | -1.0 | 2% | -18% | i | 2% | -26% | 0% | -0.2% | -17%
CSc1cccc(NC(=S)N2CCCN(Cc3cccc(Cl)c3)C2)c1 | 0.7 | 15% | ? | i | 1% | -141% | ? | 3.3% | ?
CCCC/C=C/[C@H](c1ccccc1)[C@H](CO)Cc1ccccc1 | / | / | / | / | -11% | -25% | -24% | / | 15%
COc1ccc(Cn2c(C(=O)O)c(CNC3CCCC3)c3ccc(OC)cc32)cc1 | / | / | -3% | ? | ? | -13% | -5% | 0.6% | 7%
Cc1noc(C)c1S(=O)(=O)N(C)C[C@H]1Oc2c(NC(=O)Nc3ccc(C(F)(F)F)cc3)cccc2C(=O)N([C@H](C)CO)C[C@@H]1C | -0.8 | -20% | ? | ? | -20% | -9% | ? | 9.2% | 21µM*
O=C(COc1ccccc1)Nc1ccc(OCc2cc(=O)n3ccsc3n2)cc1 | / | / | 2% | ? | 0% | 0% | -9% | -0.1% | -6%
CCOC(=O)CSc1nnc(CSc2nc3sc4c(c3c(=O)[nH]2)CCCC4)n1-c1ccccc1 | -0.2 | -7% | 5% | i | 2% | -45% | ? | -0.1% | 16%
c1ccc2oc(-c3ccn[nH]3)cc2c1 | -1.7 | 19% | 41%[activator] | i | 3% | -21% | -19% | 0.4% | ?
COc1cccc(CN2CCC(Oc3ccc(C(=O)NCc4ccccn4)cc3)CC2)c1O | 0.4 | 13% | / | ? | 0% | -13% | 2% | 3.9% | -4%
CC(C)c1ccc(OCC(=O)Nc2ccncc2)cc1 | -0.6 | 10% | -10% | i | 2% | -14% | -7% | -0.1% | 6%
COc1ccc(N2CC(C(=O)Nc3nnc(SCc4cccnc4)s3)CC2=O)cc1 (stereo not given) | -0.6 | 1% | 0% | i | 0% | -55% | -18% | 0.1% | -10%
O=C(CCCn1c(=O)c2sccc2n(Cc2ccc(Cl)cc2)c1=O)NCc1ccc2c(c1)OCO2 | / | / | / | / | 3% | 3% | -7% | 5.2% | 4%
CCOc1ccc(C2CC(c3cccc(OC)c3)Nc3ncnn32)cc1 (stereo not given) | -2.6 | 12% | 3% | i | 0% | -15% | -1% | -0.8% | -9%
COC(=O)CNC(=O)C1CCN(c2nc(C)cc(C)n2)CC1 | 0.4 | 7% | -2% | i | 0% | 0% | 10% | -0.5% | /
COc1ccc(NC(=S)NCC(c2cccnc2)N2CCOCC2)cc1 (stereo not given) | -1.4 | 5% | 4% | i | -3% | -3% | 15% | -0.1% | -3%
O=C(CC(=O)N1CCN(c2ccccn2)CC1)Nc1ccc2nc3n(c(=O)c2c1)CCCCC3 | -2.0 | 6% | -6% | i | 8% | -22% | ? | 0.0% | 7%
COc1cc([N+](=O)[O-])c2nccnc2c1 | -2.0 | 1% | 0% | i | 1% | -7% | -10% | -0.3%[9.22 µM] | 6%
Cn1c(Cc2ccc3c(c2)OCO3)nnc1SCC(=O)NC(C)(C)C | -0.4 | 4% | / | i | 3% | 31% | 16% | -0.1% | 10%

2 entries from above, set out differently.
Every second line gives: IL-2 act, EPAC2 ag, ATXN2 expr inh, S2 tox, A549 viability, HepG2 viability, TGFb SMAD3 inh, Nrf2 activator, Nrf2 block
COc1cccc(CN2CCC(Oc3ccc(C(=O)NCc4ccccn4)cc3)CC2)c1O
 : 0.4, 13%, /, ?, 0%, -13%, 2%, 3.9%, -4%
Cn1c(Cc2ccc3c(c2)OCO3)nnc1SCC(=O)NC(C)(C)C
 : -0.4, 4%, /, i, 3%, 31%, 16%, -0.1%, 10%

Further records follow:
smiles | IL-2 act | EPAC2 ag | ATXN2 expr inh | S2 tox | A549 viability | HepG2 viability | TGFb SMAD3 inh | Nrf2 activator | Nrf2 block
COc1ccc(CCNC(=O)C2CCN(Cc3nc(-c4cccc(Cl)c4)oc3C)CC2)cc1OC | -0.4 | -6% | -19% | i | -9% | -17% | 0% | 3.7% | ?
CN1C(=O)C(CC(=O)Nc2ccc(Cl)cc2)N(Cc2ccco2)C1=S (stereo not given) | -0.3 | -2% | / | i | 3% | 4% | -20% | 21% | 1%
CCCCc1cc(=O)oc2c(C)c(OCC(=O)N3CCCC3)ccc12 | -1.7 | 7% | -12% | i | 4% | -30% | ? | 3.4% | ?
CCOc1ccc(NC2=NCCC(=O)N2Cc2cccs2)cc1 | 0.2 | 4% | 4% | i | 2% | -20% | 6% | 0.1% | 21%
CCOc1ccc(Cc2nc(N)nc(N)n2)cc1 | -1.7 | 8% | 9% | i | -6% | -16% | -25% | 2.2% | -30%
NNC(=O)CC1NCCN(Cc2ccccc2)C1=O (stereo not given) | -3.4 | 13% | -9% | i | -4% | 4% | 7% | -0.9% | 7%
CC(=O)c1c(C)[nH]c(C(=O)OCC(=O)NNC(=O)c2ccc([N+](=O)[O-])cc2)c1C | 1.1 | 8% | -5% | i | 1% | -3% | 0% | -0.3% | -2%
O=C(O)C1C2C=CC3(O2)C1C(=O)N1c2ccccc2C2OCCC2C13 (stereo not given) | -2.0 | 10% | -15% | i | 1% | -24% | -17% | -1.2% | -11%
Cc1ccc(NC(=O)C2=C(C(=O)O)CCCC2)cc1F | 0.9 | 4% | 0% | i | 0% | 1% | 7% | 0.3%[9.22 µM] | 2%
COc1cc(OC)c(OC)cc1/C=N/NC(=O)c1ccc2nc[nH]c2c1 | -0.3 | 5% | 16% | i | 4% | 2% | 22% | -1.6% | -10%
c1ccc(Nc2nc(NCc3ccco3)c3ccccc3n2)cc1 | -1.1 | 17% | -31% | i | -8% | -77% | ? | 0.6% | ?
COc1ccc(C(=O)ON=C2c3ccccc3-c3ccccc32)cc1OC | 0.3 | -1% | -2% | i | 3% | -17% | 0% | 0.1% | 0%
COC(=O)C1N[C@@H]([C@@H](NC(=O)COc2ccccc2)C(=O)Nc2ccc(OC)cc2)SC1(C)C (stereo not given in full) | -0.1 | 4% | 5% | ? | -11% | 6%&3% | 7%&-8% | 0.4% | -4%
NC(=O)c1ccc(NC(=O)COC(=O)c2c3c(nc4ccccc24)/C(=C\c2cccs2)CCC3)cc1 | -0.8 | 25% | / | i | 45% | -28% | -43% | -1.4% | -4%
Cc1ccc(/C=C/C(=O)N2CCCC(C(N)=O)C2)o1 (stereo not given) | -2.5 | -4% | 9% | i | -5% | 1% | 1% | -0.2% | 12%
COc1cccc(OC)c1C(=O)OCC(=O)Nc1cccnc1Cl | -0.9 | 2% | -10% | i | ? | -3% | 1% | -0.5% | -2%
COc1ccc(Cl)cc1C(=O)OCC(=O)NCCNC(=O)COC(=O)c1cc(Cl)ccc1OC | -5.3 | 3% | 8% | i | -2% | 1% | -10% | 0.2% | 1%
CC(=O)Nc1cccc(NC(=O)CSc2cn(CC(=O)N3CCCC3)c3ccccc23)c1 | / | / | / | / | -1% | 1% | ? | 3.0% | 24%
COc1ccc(Oc2cn[nH]c2-c2ccc(O)cc2O)cc1 | -0.1 | 11% | 3% | i | -14% | -13% | -20% | 2.2% | -10%
Oc1ccc(C[C@H]2CNC(=S)N2CC2CCCN2C[C@H](Cc2ccc(O)cc2)N2C[C@H](Cc3ccc(O)cc3)N(CC3CCCCCC3)C2=S)cc1 (stereo not given in full) | 0.5 | 5% | 20µM* | ? | -13% | -10% | 7.9µM* | -3.1% | ?
Cc1ccc(CNC(=O)CN2C(=O)C3(SCC(=O)N3c3ccc(F)c(F)c3)c3ccccc32)cc1 (stereo not given) | / | / | -3% | i | -3% | -8% | -7% | 0.5% | -7%
C#CCN1C(=O)C(O)(CC(=O)/C=C/c2ccco2)c2ccccc21 (stereo not given) | -2.1 | 2% | / | i | -7% | -26% | ? | 12% | 6%
COc1cc(C(=S)N2CCCC2)cc(OC)c1OS(=O)(=O)c1ccc(NC(C)=O)cc1 | -0.6 | 4% | -7% | i | 1% | 3% | 19% | 0.4% | 1%
OC1CCN(CC(O)C(F)(F)F)CC1 (stereo not given) | 2.9 | 5% | -8%[11.3 µM] | i | 2% | -4% | -3% | 1.3% | -2%
CCOC(=O)N/N=C\c1sccc1C | -2.1 | -5% | 27% | i | -3% | -3% | 4% | 3.6% | ?
